Assay outcomes as filed in PubChem.
Ba/F3 V617F tox = lowers viability of Ba/F3 cells expressing EpoR and JAK2V617F; inhibition, % at 5.6 µM; 220,000 tested, 1.1% active; ATP luminescence;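 active = inhibition above the campaign mean plus 3 SD over all tested compounds, cut at about 24% in these data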;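 note: cytokine-independent growth of Ba/F3 cells driven by EpoR plus mutant JAK2; 0% = DMSO-treated cells and 100% = JAK inhibitor I control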
Runt-CBFb FRET = Runt domain-CBFb interaction inhibition; Q01196+Q13951; Cerulean-Runt/Venus-CBFb FRET ratio 530/480, 1 h; inhibition, % at 20 µM; 220,000 tested, 0.46% active;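 active = inhibition over about 50% at 20 µM in the single-dose screen, limit read from the data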;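 note: 0% = DMSO wells and 100% = excess unlabeled CBFb competitor control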
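Buffer or medium: Tris pH 7.5 buffer with BSA. Assay system: Cerulean-labeled Runt domain protein. Amount: each fluorescent fusion protein 100 nM. Read-out basis: loss of energy transfer signal. Incubation: 1 h compound exposure, room temperature. Probe or stimulus: Venus-CBFb binding partner, 100 nM. Detection: FRET, excitation 422 nm, emission at 530 and 480 nm.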
NPY-Y1 PAM-ag = potentiates or activates human NPY-Y1 receptor; NPY-Y1 expressing cells, potentiator/agonist activation; P25929; 220,000 tested, 0.37% active; activation, % at 3.6 µM; AID 1304; in the data active = activation above about 33%, passing the limit was not always enough;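 note: cells stimulated with NPY at EC10 then isoproterenol at EC100; 0% = low agonist plus stimulus and 100% = saturating agonist plus stimulus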
Target sequence (P25929 whole entry, looked up): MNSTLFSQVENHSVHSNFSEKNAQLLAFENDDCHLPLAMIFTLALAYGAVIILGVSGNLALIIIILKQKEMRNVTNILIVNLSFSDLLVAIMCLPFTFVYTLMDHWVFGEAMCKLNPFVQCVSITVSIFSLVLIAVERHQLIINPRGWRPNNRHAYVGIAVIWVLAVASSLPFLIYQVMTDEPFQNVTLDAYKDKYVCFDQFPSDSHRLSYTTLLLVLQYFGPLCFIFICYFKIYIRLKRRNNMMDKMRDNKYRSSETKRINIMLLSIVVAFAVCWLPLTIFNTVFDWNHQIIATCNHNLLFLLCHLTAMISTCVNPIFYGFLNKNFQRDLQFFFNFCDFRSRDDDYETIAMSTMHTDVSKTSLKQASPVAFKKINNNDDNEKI
RBBP9 inhibitor = blocks human serine hydrolase RBBP9 | AID 1515 | O75884 | 220,000 tested, 0.2% active | recombinant RBBP9, FP-Rh probe fluorescence polarization | inhibition, % at 7.94 µM;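 active = inhibition above the campaign mean of all tested compounds plus 3 SD, cut at about 14% in these data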;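 note: plate controls were DMSO wells with RBBP9 for no effect and wells lacking RBBP9 protein for full effect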
Target sequence (O75884 whole entry, looked up): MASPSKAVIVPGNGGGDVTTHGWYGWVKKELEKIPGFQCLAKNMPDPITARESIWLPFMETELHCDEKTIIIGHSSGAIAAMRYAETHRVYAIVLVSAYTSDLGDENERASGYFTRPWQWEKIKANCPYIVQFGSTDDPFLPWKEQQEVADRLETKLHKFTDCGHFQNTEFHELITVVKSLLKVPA
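system = RBBP9 protein | input = RBBP9 at 2.5 µM in dispensed solution, before mixing | measured by = fluorescence polarization (mP), excitation 525 nm, emission 598 nm | incubation = enzyme-compound preincubation 30 min, then probe labeling 45 min, 25 °C | buffer or medium = Tris-NaCl-Pluronic buffer, pH 8.0 | compound = single dose 7.94 µM | also added = FP-Rh probe, 375 nM dispensing solution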
NPY Y1 blocker = blocks the human neuropeptide Y Y1 receptor; P25929; HEK293-CNG Y1 cells, membrane potential fluorescence; NPY at EC95, then isoproterenol; 200,000 tested, 1% active; inhibition, % at 3.6 µM; AID 1040;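 active = inhibition above the campaign mean inhibition of all tested compounds plus 3 SD, cut at about 20% in these data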;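 note: 0% = DMSO wells given NPY plus isoproterenol and 100% = isoproterenol alone without NPY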
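Material: HEK293 cells co-expressing NPY Y1 receptor and cyclic-nucleotide gated channel. Timing: compound incubation 1 h at room temperature, readout 45 min post-stimulation. Signal: fluorescence, membrane potential probe.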
S1P4 agonist = human S1P4 receptor agonism; activation, % at 4.98 µM; 220,000 tested, 0.35% active; S1P4-expressing cell line, agonist reporter assay; O95977; AID 1509; in the data active = activation above about 11%;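 note: 0% = DMSO vehicle and 100% = reference agonist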
Target sequence (O95977 whole entry, looked up): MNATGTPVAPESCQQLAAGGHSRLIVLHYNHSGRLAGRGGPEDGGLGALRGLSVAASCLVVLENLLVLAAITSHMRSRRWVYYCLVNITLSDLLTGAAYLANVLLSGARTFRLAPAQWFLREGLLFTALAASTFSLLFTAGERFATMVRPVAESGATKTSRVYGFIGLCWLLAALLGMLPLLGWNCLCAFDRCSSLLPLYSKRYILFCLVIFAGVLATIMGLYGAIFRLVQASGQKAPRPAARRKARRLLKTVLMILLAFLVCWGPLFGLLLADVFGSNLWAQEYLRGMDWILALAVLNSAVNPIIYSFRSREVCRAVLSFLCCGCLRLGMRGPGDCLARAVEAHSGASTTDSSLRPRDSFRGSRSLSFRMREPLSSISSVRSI
S1P4 antagonist = antagonists of human S1P4 receptor; inhibition, % at 4.98 µM; O95977; AID 1510; S1P4-expressing cells, antagonist mode, reporter read-out; 220,000 tested, 0.26% active; in the data active = inhibition above about 29%;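 note: 0% = wells stimulated with agonist and 100% = vehicle wells without agonist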
BaF3 parental = parental Ba/F3 viability inhibition as JAK2V617F counter-screen | CellTiter-Glo ATP luminescence | inhibition, % at 5.6 µM | 220,000 tested, 1.1% active;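 active = inhibition above a per-campaign cutoff, the mean inhibition of all tested compounds plus 3 SD, cut at about 27% in these data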;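 note: 0% = DMSO wells and 100% = JAK Inhibitor I control wells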
NPY-Y2 PAM-ag = potentiates or activates human NPY-Y2 receptor. activation, % at 3.6 µM. 220,000 tested, 0.45% active. P49146. cells expressing NPY-Y2, potentiator/agonist read-out; in the data active = activation above about 27%;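 note: cells stimulated with NPY near EC25 plus isoproterenol at EC100; 0% = vehicle plus submaximal agonist and 100% = vehicle plus saturating agonist; some results beyond the cut were filed as inactive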
* = called active by the depositor; nt = no result given.

Value order – Ba/F3 V617F tox	Runt-CBFb FRET	NPY-Y1 PAM-ag	RBBP9 inhibitor	NPY Y1 blocker	S1P4 agonist	S1P4 antagonist	BaF3 parental	NPY-Y2 PAM-ag
CC(=O)Nc1ccc2c(CSc3nnc(-c4cccnc4)n3-c3ccc(C)cc3C)cc(=O)oc2c1
→ -1	47	0	-8	1	0.7	-17	1	18
COc1ccc(CN(Cc2ccc(OC)cc2)C(=O)c2cccs2)cc1
→ 3	0	-5	-5	nt	1.5	23	-2	-22
COC(=O)C1=CN(Cc2cccs2)C=C(C(=O)OC)C1c1cccc(O)c1
→ 1	98*	-3	1	-3	5.2	-1	4	-2
CCOC(=O)Cc1nc(-c2cccc(C(F)(F)F)c2)no1
→ -2	0	-10	-6	5	0.3	4	2	-4
Cc1ccc(-c2csc3ncnc(Oc4ccc5c(C)cc(=O)oc5c4)c23)cc1
→ -2	-6	-29	-1	8	-2.5	-9	3	-1
COc1cc(/C=C(\C#N)C(N)=O)ccc1OCc1c(C)no[n+]1[O-]
→ -5	0	13	-2	nt	-1.1	6	0	-10
COC(=O)c1ccccc1OCCCOc1ccc(C)cc1OC
→ 1	nt	-21	1	2	-1.6	-12	1	-12
N#CCSc1nnc(COc2cccc3ccccc23)n1-c1cccc(Cl)c1
→ -3	-5	6	-6	1	0.0	6	2	-7
CCCCNC(=O)C1CC(c2ccccc2[N+](=O)[O-])=NO1 (configuration not stated)
→ -1	-16	16	-8	-3	0.1	-8	7	-1
O=C(COC(=O)c1cccc2c1C(=O)c1ccccc1C2=O)NC1CCCCC1
→ 2	0	-25	-12	0	0.2	-15	4	-11
CCc1cc2c(NCC3CCCO3)nc(C)nc2s1 (configuration not stated)
→ 1	0	-11	-8	-4	1.3	-11	5	-7
Cc1ccc(S(=O)(=O)NCCC(=O)O)cc1
→ 0	0	-6	-5	-8	-0.1	-7	5	-2
Cc1ccc(NC(=O)c2ccccc2NS(=O)(=O)c2ccc(Cl)s2)cc1S(=O)(=O)N1CCOCC1
→ -1	-8	5	-10	-13	3.9	-12	7	28
Cn1c(CNC(=O)c2ccco2)nnc1SCC(=O)Nc1cccc(F)c1
→ -3	3	11	-1	3	3.7	-2	4	15
CCCN(CCC)S(=O)(=O)c1ccc(C(=O)Nc2c(C)n(C)n(-c3ccccc3)c2=O)cc1
→ 1	1	15	-7	0	1.1	0	-4	0
CCCCC(=O)Nc1ccc(C(=O)Nc2ccc(OC)cc2[N+](=O)[O-])cc1
→ -2	-79	4	-4	3	0.3	-14	5	14
O=C(Cn1c(C(F)(F)F)nc2ccccc21)c1ccc(F)cc1
→ -2	-2	5	-7	11	0.1	-7	3	-7
CN1CCN(C(=O)CSc2nc(-c3ccncc3)ccc2C#N)CC1
→ -3	-1	12	-7	4	1.6	-36	7	9
CN(C)c1ccc(NC(=O)c2cccc(N3C(=O)C4C5C=CC(C5)C4C3=O)c2)cc1 (configuration not stated)
→ 0	nt	-10	-3	-1	-2.1	10	3	-2
CC(=O)Oc1ccc(-n2c(=O)c3ccccc3c3ccccc3c2=O)cc1
→ -3	-2	-9	1	4	-0.3	-21	-2	4

(list continues)
Value order – Ba/F3 V617F tox	Runt-CBFb FRET	NPY-Y1 PAM-ag	RBBP9 inhibitor	NPY Y1 blocker	S1P4 agonist	S1P4 antagonist	BaF3 parental	NPY-Y2 PAM-ag
Cn1cccc1C(=O)OCC(=O)Nc1cccc(S(=O)(=O)N2CCOCC2)c1
→ -2	0	11	-1	5	1.2	-9	2	3
Fc1ccccc1/C=C/c1ccc2ccccc2n1
→ 0	0	-22	-1	-2	-0.9	4	5	-4
CC(C)CCNC(=O)C(=O)NC1CCCC1
→ 2	-1	-18	-3	5	57*	14	2	-4
COc1cccc(C(=O)NNC(=O)CCc2ccccc2)c1
→ 1	1	2	-9	-1	2.4	-5	4	3
O=C(c1ccc(N2CCOCC2)c([N+](=O)[O-])c1)N1CCN(S(=O)(=O)c2cccs2)CC1
→ 0	-2	1	-10	3	-0.7	-19	-2	-12
CC(=O)c1ccc(OC(=O)CCc2nc3ccccc3s2)cc1
→ 6	59*	14	-10	3	-0.1	3	10	18
COc1cccc(N(C(=O)CNC(=O)c2ccco2)C(C(=O)NC2CCCCC2)c2ccncc2)c1 (configuration not stated)
→ -1	-3	1	-9	-2	-1.0	-17	5	-6
CCCOc1ccc(N/C=C/C(=O)C(C)(C)C)cc1
→ -6	9	-12	4	0	-0.6	-8	-2	2
Cc1cc(C)nc(Nc2ccccc2Br)n1
→ -2	-1	-4	-1	13	1.4	-6	3	1
O=C(CSc1nnc(NC(=O)c2ccco2)s1)Nc1ccc(F)cc1
→ 2	-1	-7	2	3	3.3	-8	7	-2
CCOc1ccc(C(=O)NCC(=O)OC(C)C(=O)NCc2ccco2)cc1OCC (configuration not stated)
→ 0	-1	4	-3	0	-0.9	-3	9	9
COc1ccc([N+](=O)[O-])cc1N(CC(O)CN(C)C)S(=O)(=O)c1ccc(C)cc1 (configuration not stated)
→ -4	0	18	-7	3	0.7	-6	2	3
CC1(C)CC(N2CCCC2)=CC(=[N+]2CCCC2)C1
→ 79*	-3	-4	0	-5	-0.3	14	69*	14
Cc1ccccc1Cn1c(=O)n(CCC(=O)NCc2ccc3c(c2)OCO3)c(=O)c2ccccc21
→ -3	1	-8	-5	4	-1.4	10	3	-14
CN(C)C(CNS(=O)(=O)c1ccc(Br)cc1)c1cccnc1 (configuration not stated)
→ -4	-1	-7	-1	2	1.5	-16	1	4
O=C(NCC1CCCO1)C(c1cccs1)N(Cc1ccccc1Cl)C(=O)c1ccc(-c2ccccc2)[nH]1 (configuration not stated)
→ 0	-2	5	-9	-1	-3.7	9	3	21
Clc1ccc(Cn2ncc3c(NCc4ccccc4)ncnc32)cc1
→ 2	0	-12	-2	1	-3.5	-5	10	9
O=C(CSc1nc2ccsc2c(=O)n1Cc1ccccc1)NCc1ccco1
→ -1	2	10	-5	9	-0.1	-1	0	13
COc1ccc(-c2nc3cccc(C)n3c2NCc2ccco2)cc1OC
→ -2	4	-9	-4	7	2.0	-15	6	9
CC(C)N1CCC(NC(=O)Nc2ccc3c(c2)OCO3)CC1
→ -2	1	4	0	2	-0.4	-7	3	1

Continued; it opens with the 3 that closed the last part.
Value order – Ba/F3 V617F tox	Runt-CBFb FRET	NPY-Y1 PAM-ag	RBBP9 inhibitor	NPY Y1 blocker	S1P4 agonist	S1P4 antagonist	BaF3 parental	NPY-Y2 PAM-ag
O=C(CSc1nc2ccsc2c(=O)n1Cc1ccccc1)NCc1ccco1
→ -1	2	10	-5	9	-0.1	-1	0	13
COc1ccc(-c2nc3cccc(C)n3c2NCc2ccco2)cc1OC
→ -2	4	-9	-4	7	2.0	-15	6	9
CC(C)N1CCC(NC(=O)Nc2ccc3c(c2)OCO3)CC1
→ -2	1	4	0	2	-0.4	-7	3	1
C=CCSc1nccc(=O)[nH]1
→ 1	-1	-1	3	1	0.3	-25	11	0
c1ccc(C(c2ccccc2)c2noc(CN3CCN(CC4CC4)CC3)n2)cc1
→ -1	0	17	-6	2	-0.9	-16	8	2
CSc1[nH]c(=O)c(C(=O)O)cc1C#N
→ -4	3	-9	-1	1	-1.0	-32	-2	6
CCOC(=O)c1cc2c3ccccc3n(CC)c2nc1N
→ 5	-2	-22	-5	4	1.0	-15	7	8
COc1ccc(O)c(/C=N/NC(=O)c2c(C)nnn2-c2nonc2N)c1
→ -2	1	9	1	-3	1.8	-8	1	12
CCOc1cc(C2C(C#N)=C(N)SC(N)=C2C#N)ccc1OCCN1CCOCC1
→ 2	24	-11	-13	-1	2.7	-15	3	-7
COc1ccc(CN(C)CC(=O)Nc2cc(OC)c([N+](=O)[O-])cc2C)c(OC)c1
→ -1	-1	-24	-5	13	3.7	5	0	0
O=C(NN=C1CCC(c2ccccc2)CC1)c1cc2c(s1)CCCC2 (configuration not stated)
→ -2	0	0	-10	-1	1.9	-8	-1	-4
COC(=O)c1ccccc1NC(=O)CSc1nccc(C)n1
→ -5	nt	1	0	2	-4.1	-5	5	0
CC1CCCCC1NC1=NCCS1 (configuration not stated)
→ 0	2	-7	-1	1	2.1	11	2	13
Cc1ccccc1-n1nc(C)c2c1N=C1C(Cl)=CC(Cl)=CN1C2c1ccc(C(=O)O)cc1 (configuration not stated)
→ -1	-1	-3	-6	-7	-0.5	-20	6	1
CCN(C(=O)c1ccnc(C(C)(C)C)c1)c1ccccc1
→ -5	-1	5	-7	2	-0.6	13	2	12
CCCCOc1ccc(C(=O)N/C(=C/C=C/c2ccccc2)C(=O)NCCCO)cc1
→ -1	-2	-6	-13	3	13*	-16	8	-10
Cc1sc2nc(COC(=O)c3ccc(O)cc3)[nH]c(=O)c2c1C
→ -1	0	-4	-5	nt	2.0	-4	-1	-4
CC(C)C(NC(=O)c1ccc(C(C)(C)C)cc1)C(=O)NCC(c1ccccc1)N(C)C (configuration not stated)
→ 2	-3	0	7	nt	2.2	-19	3	-9
CC1CCc2nn(CC(=O)NCc3ccc(F)cc3)cc2C1 (configuration not stated)
→ -2	-1	7	5	-4	2.7	-17	2	-7
Cc1onc(-c2c(F)cccc2Cl)c1C(=O)NCCc1ccc(S(N)(=O)=O)cc1
→ -3	1	3	-4	-4	2.2	8	2	-2
COc1ccc2oc(C)c(C(=O)c3ccc([N+](=O)[O-])cc3)c2c1
→ 4	-2	-11	-1	0	0.9	-16	8	8
CCOc1ccc(N2CC(C(=O)Oc3ccccc3)CC2=O)cc1 (configuration not stated)
→ -3	nt	-10	-1	4	3.7	-4	2	-3
CC(=O)N(NC(=O)c1ccc(C)cc1)C1CC(=O)N(c2ccccc2Cl)C1=O (configuration not stated)
→ -6	-7	4	-2	-6	0.4	-15	1	8

Following part.
Value order – Ba/F3 V617F tox	Runt-CBFb FRET	NPY-Y1 PAM-ag	RBBP9 inhibitor	NPY Y1 blocker	S1P4 agonist	S1P4 antagonist	BaF3 parental	NPY-Y2 PAM-ag
O=S(=O)(c1ccccc1)N1c2cc(Cl)ccc2Oc2nc3ccccc3nc21
→ 1	10	-48	-11	5	1.7	-15	2	-32
COc1cc([N+](=O)[O-])cc(/C=N/NC(=O)c2cc(-c3ccccc3)nc3ccccc23)c1O
→ 1	-17	-4	-8	nt	0.9	12	6	-11
COc1ccc(/C=C/C(=O)Nc2c(C)nn(C)c2C)cc1COc1ccc(Cl)cc1Br
→ -1	-2	1	-9	-3	0.0	-2	5	12
Cc1nn(-c2ccccc2)c2c1C1(C(=O)N3c4c(cccc41)C(C)CC3(C)C)C(C#N)=C(N)O2 (configuration not stated)
→ 1	-1	10	-6	-5	-0.8	14	2	3
O=C1CCCN1CC(O)CS(=O)(=O)c1ccc(Cl)cc1 (configuration not stated)
→ 1	0	9	-6	4	-0.1	-3	7	6
O=C(CN1C(=O)/C(=C/c2ccccc2)SC1=S)Nc1ncc(Cc2ccccc2)s1
→ 1	3	-33	-10	2	-1.5	-14	2	-5
